Nrf2 activator = activators of Nrf2 (ARE) signaling. 410,000 compounds, 0.31% hits. Potency, µM (series often up to 46.1 µM), for the others: at the highest dose activation, actives largely listed as activators. AREc32 ARE-luciferase reporter (MCF7-derived line), luminescence, 24 h. AID 624171; note: % of control where 0% means no effect; nearly all actives have a fitted effect of over 65% in size
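Luciferase luminescence (Steady-Glo, 30 min at room temperature) served as the read-out of ARE activation in AREc32 cells treated with compounds for 24 hr at 37 deg C.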
HepG2 tox = counter-screen for TGF-b inhibitors: cytotoxicity in HepG2 cells; Potency, µM (top dose mostly 46.1 µM), inactives show at the highest dose activity change, negative = cytotoxicity, hits mostly cytotoxic; HepG2 CAGA-GFP viability, ATP luminescence, 18 h; 410,000 compounds, 0.76% hits; note: some results filed as inactive show a strong effect at the top dose
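HepG2 CAGA-GFP cells (1000/well, DMEM with 1% FBS) received compound, then TGF-beta at 500 pg/mL final, and were incubated 18 hours at 37 degrees C. Viability was read by CellTiter-Glo luminescence. Media-only wells were set as complete cell-killing and DMSO as no toxicity.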
MCF10A rerep = inducers of DNA re-replication in MCF 10A breast cells | MCF 10A DNA re-replication, Hoechst nuclear intensity, 48 h | Potency, µM (series often up to 46.1 µM), for inactives: at the top dose activity, positive = re-replication, usual class: activators | 350,000 compounds, 2.9% hits | AID 624296; note: % of control where 0% means no effect; nearly all actives have a fitted effect of over 50% in size
S2 tox = reduces viability in counter-screen for ATXN expression inhibitors; S2 cells (HEK-293 line with an ATXN2-luciferase reporter) viability, CellTiter-Fluor protease fluorescence, 24 h; Potency, µM (top dose mostly 56.7 µM), hits mostly cytotoxic; 400,000 compounds, 0.49% hits; note: nearly all actives have a fitted effect of over 40% in size
A549 tox = counter-screen for Nrf2 inhibitors: cytotoxicity in A549 cells. A549 ARE-Fluc cells, CellTiter-Fluor viability, 18-24 h. Potency, µM (doses to about 46 µM), inactives show top-dose activity change, negative = cytotoxicity, most hits filed as inhibitors. 390,000 compounds, 0.16% hits. AID 504648; note: % is set by controls: 0 for no effect and ±100 for the full control effect
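A549 ARE_Fluc cells in 5% FBS OPTI-MEM were exposed to compounds in concentration-response for 18-24 h at 37 deg C. Viability was read by CellTiter-Fluor fluorescence (Ex 405/Em 525) after 30 min, before the luciferase read.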
TGFb SMAD3 inh = blocks TGF-b signaling. Potency, µM (highest dose often 46.1 µM), for the others: at the top dose activity, negative = inhibition, hits mostly inhibitors. 410,000 compounds, 1.2% hits. HepG2 CAGA-GFP TGF-b/SMAD3 reporter, GFP fluorescence, 18 h; TGF-beta stimulated, 500 pg/mL final; note: % is set by controls: 0 for no effect and ±100 for the full control effect; nearly all actives have a fitted effect of over 65% in size
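Smad-responsive CAGA-GFP expression was quantified in HEPG2 cells exposed to compounds and 500 pg/mL final TGF-beta for 18 h at 37 degrees C; unstimulated wells defined full inhibition.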
ATXN2 expr inh = reduces ATXN2 reporter expression in HEK-293 cells; HEK-293 ATXN2-luciferase reporter, luminescence, 24 h; Potency, µM (top dose mostly 57 µM), without a hit: top-dose activity change, negative = inhibition, hits mostly inhibitors; 360,000 compounds, 0.72% hits; note: % is set by controls: 0 for no effect and ±100 for the full control effect; nearly all actives have a fitted effect of over 55% in size
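qHTS (up to 57 uM final) was run with 24 h compound exposure of reporter cells at 37 °C. Each well was multiplexed: SteadyGlo luminescence measured ATXN2-luciferase expression after a fluorogenic Gly-Phe-AFC viability readout (25 uM final).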
Nrf2 inh = inhibitors of Nrf2 signaling; A549 ARE-Fluc reporter, luciferase luminescence, 18-24 h; AID 504444; 360,000 compounds, 2.1% hits; Potency, µM (titrated, usually from 46 µM), without a hit: top-dose activity change, negative = inhibition, usual class: inhibitors; note: % is set by controls: 0 for no effect and ±100 for the full control effect; nearly all actives have a fitted effect of over 60% in size
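A549 ARE_Fluc cells (5000/well, 5% FBS OPTI-MEM) pre-incubated 2 h, then treated with compounds 18-24 h at 37C/5% CO2 in concentration-response. CellTiter-Fluor viability read first; BugLite luciferase luminescence after 15 min at room temperature gives Nrf2 activity.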
EPAC2 antag = blocks human EPAC2 exchange factor; Q8WZA2; EPAC2 GEF exchange of Rap1B-BODIPY-GDP, fluorescence; Potency, µM (doses to about 114 µM), without a hit: at the highest dose activity, negative = inhibition, usual class: inhibitors; 360,000 compounds, 0.18% hits; note: % is set by controls: 0 for no effect and ±100 for the full control effect; nearly all actives have a fitted effect of over 45% in size; many of its hits are not listed in these tables
Target sequence (Q8WZA2 whole entry, looked up): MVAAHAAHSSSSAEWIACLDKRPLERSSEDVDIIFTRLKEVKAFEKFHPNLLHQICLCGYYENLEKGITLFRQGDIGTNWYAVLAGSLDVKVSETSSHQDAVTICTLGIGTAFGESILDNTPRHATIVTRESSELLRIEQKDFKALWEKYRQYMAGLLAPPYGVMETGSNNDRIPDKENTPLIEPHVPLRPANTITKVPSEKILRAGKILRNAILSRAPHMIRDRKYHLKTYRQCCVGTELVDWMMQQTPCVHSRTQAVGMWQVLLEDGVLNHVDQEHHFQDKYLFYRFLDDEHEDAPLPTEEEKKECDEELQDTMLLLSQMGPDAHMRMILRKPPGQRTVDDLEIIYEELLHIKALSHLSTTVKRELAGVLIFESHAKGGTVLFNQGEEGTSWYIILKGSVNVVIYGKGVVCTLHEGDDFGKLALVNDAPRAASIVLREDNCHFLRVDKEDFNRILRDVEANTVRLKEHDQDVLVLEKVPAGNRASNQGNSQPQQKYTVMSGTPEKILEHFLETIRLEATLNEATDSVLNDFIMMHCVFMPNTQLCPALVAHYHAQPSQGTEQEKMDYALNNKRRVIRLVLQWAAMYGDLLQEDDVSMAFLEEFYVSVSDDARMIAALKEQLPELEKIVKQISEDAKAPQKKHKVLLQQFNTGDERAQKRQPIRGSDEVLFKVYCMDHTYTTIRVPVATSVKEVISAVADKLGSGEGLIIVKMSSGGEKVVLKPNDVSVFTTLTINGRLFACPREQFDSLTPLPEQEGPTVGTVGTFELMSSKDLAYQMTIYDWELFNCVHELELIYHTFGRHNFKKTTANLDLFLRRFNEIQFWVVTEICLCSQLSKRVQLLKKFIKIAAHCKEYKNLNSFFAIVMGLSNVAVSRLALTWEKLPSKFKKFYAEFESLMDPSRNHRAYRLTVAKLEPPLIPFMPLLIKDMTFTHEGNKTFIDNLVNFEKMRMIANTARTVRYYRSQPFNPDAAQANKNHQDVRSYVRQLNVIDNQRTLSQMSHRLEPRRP
Numbers without * were called inactive; i = inactive; ? = inconclusive; · = not tested or not shown; & = joins results of further samples; [ ] = another dose, or the depositor's remark. Calls come from the whole dose curve; as a rule, active = well fitted curve in the direction sought with a large enough effect; inconclusive = small, poorly fitted or top-dose-only effect, or another doubt; inactive = no such curve, though single readings can be large; an effect the other way counts as inactive or inconclusive. Potency is the fitted concentration of half-maximal effect.

SMILES	Nrf2 activator	HepG2 tox	MCF10A rerep	S2 tox	A549 tox	TGFb SMAD3 inh	ATXN2 expr inh	Nrf2 inh	EPAC2 antag
Fc1ccc(OCCCCCn2ccnc2)cc1	-0.1%	-1%	6%	i	0%	6%	-19%	-16%	1%
O=C(O)c1cc(-c2ccc3c(c2)OCO3)nc2ccc(Br)cc12	4.1%	-26%	-7%	i	1%	0%	4%	?	8%
CCC(Sc1ncnc2sc(C)c(C)c12)C(=O)OC (stereo not drawn)	0.0%	4%	-3%	i	3%	-9%	-1%	-21%	-1%
COCc1cc(CNC(=O)C2CCC(=O)N(Cc3cccc(OC)c3)C2)[nH]n1 (stereo not drawn)	0.0%	-6%	2%	?	-1%	-23%	4%	15%	12%
CCC(c1nnnn1C(C)(C)C)N(Cc1ccco1)Cc1cc2cccc(C)c2[nH]c1=O (stereo not drawn)	4.0%	-15%	9%	i	-12%	-6%	-6%	-24%	-12%
COc1ccc(C(=O)NCC(c2ccc3c(c2)OCO3)N2CCN(C)CC2)cc1 (stereo not drawn)	0.6%	-1%	·	?	3%	1%	-4%	·	·
Cc1c(C)c2ccc(OCC(=O)N3CC[C@@]4(O)CCCC[C@H]4C3)cc2oc1=O	4.0%	12%	1%	i	-3%	31%[activator]	2%	7%	22%
O=C(c1n[nH]c2ccccc12)N1CCN(S(=O)(=O)c2ccccc2)CC1	0.3%	-9%	-1%	i	4%	0%	0%	-3%	-7%
Cc1[nH]nc(SCC(=O)NC2CCCCC2)c1[N+](=O)[O-]	-0.6%	-4%	0%	i	9%	-2%	·	3%	1%
Cc1cc(C(=O)OCC(=O)NC2(C#N)CCCCC2)c(C)o1	-0.7%	-7%	5%	i	-1%	-17%	11%	-12%	0%
O=C1CN(C(=O)c2cc([N+](=O)[O-])ccc2Cl)C(c2ccccc2)c2cc(F)ccc2N1 (stereo not drawn)	2.7%	-3%	1%	i	1%	-1%	0%	-19%	3%
Cc1ccc(N2C(=O)c3n[nH]c(C)c3C2c2ccc(C(C)C)cc2)cc1 (stereo not drawn)	-1.0%	-102%	·	?	-12%	?	?	?	·
O=C(COC(=O)C(O)c1ccccc1)NC12CC3CC(CC(C3)C1)C2 (stereo not drawn)	-0.2%	6%	-1%	i	1%	7%	-2%	19%	-3%
Clc1ccc2[nH]cc(-c3nnnn3-c3ccccc3)c2c1	4.8%	-12%	20%	i	-7%	?	-14%	18%	-13%
O=C1OCc2cc(NC(=O)C3COc4ccccc4O3)ccc21 (stereo not drawn)	0.1%	-2%	1%	i	3%	-1%	24%	8%	8%
O=C(O)c1c(NC(=O)N2CCCC2)sc2c1CCCC2	-0.3%	3%	-5%	i	-10%	12%	0%	?	-7%
CNc1c(-n2cc(C(=O)OC)c(C(=O)OC)c2C(=O)OC)c(=O)n(C)c(=O)n1C	-0.2%	8%	1%	i	6%	11%	-23%	-1%	-6%
COc1cc(CN2CCC(C(=O)NC(C)(C)C)CC2)ccc1OCc1ccccc1	3.8%	-20%	·	i	·	2%	·	·	0%
CC(=O)NCc1cccc(CNC(C)=O)n1	-0.3%	1%	19%	i	-3%	-1%	4%	7%	2%
CC(OC(=O)c1ccc2c(=O)n3c(nc2c1)CCC3)C(N)=O (stereo not drawn)	0.1%	-24%	2%	i	-17%	10%	-14%	1%	13%
COC(=O)Nc1nncs1	-1.4%	-32%	1%	i	?	-2%	·	1%	14%
CCOc1ccc(NC(=O)c2cnn3c2NC(C)=C(C(=O)Nc2ccc(Cl)cc2)C3c2ccc(OC)c(OC)c2)cc1 (stereo not drawn)	-1.2%	-18%	·	i	-5%	-24%	5%	9%	·
CCc1cccc(Oc2nn[nH]n2)c1	0.2%	-1%	13%	i	3%	-4%	8%	-5%	-3%
Cc1ccc(Sc2c(C(=O)Nc3ccc(F)cc3F)c(C(F)(F)F)nn2C)cc1	0.0%	-16%	8%	i	-8%	14%	0%	?	-14%
Cc1ccc(S(=O)(=O)N(C)CC(=O)OCC(=O)c2c(N)n(C)c(=O)n(C)c2=O)cc1	0.4%	2%	15%	i	2%	1%	-22%[11.3 µM]	13%	-1%
COC(=O)c1cc(Sc2c(Cl)cccc2Cl)ccn1	6.4%	-23%	13%	i	?	-16%	-18%	?	?
NS(=O)(=O)c1cccc(NC(=O)c2cccs2)c1	0.7%	-14%	2%	i	-2%	-14%	6%	8%	0%
C=CC12C=CC=CN1C(C(=O)OC)=C(C(=O)OC)C(C(=O)OC)=C2C(=O)OC (stereo not drawn)	-0.4%	2%	-10%	i	?	6%	?	-26%	-8%
CCn1c(C2CC(=O)N(Cc3ccccc3)C2)nc2ccccc21 (stereo not drawn)	0.0%	-17%	-3%	?	10%	-18%	-26%	8%	-5%
O=C(CN1CCOCC1)n1c2c(c3ccccc31)CCCC2	2.2%	5%	10%	i	3%	13%	-10%	-5%	-13%

As a working copy, 11 of the compounds above.
SMILES	Nrf2 activator	HepG2 tox	MCF10A rerep	S2 tox	A549 tox	TGFb SMAD3 inh	ATXN2 expr inh	Nrf2 inh	EPAC2 antag
CC(OC(=O)c1ccc2c(=O)n3c(nc2c1)CCC3)C(N)=O (stereo not drawn)	0.1%	-24%	2%	i	-17%	10%	-14%	1%	13%
COC(=O)Nc1nncs1	-1.4%	-32%	1%	i	?	-2%	·	1%	14%
CCOc1ccc(NC(=O)c2cnn3c2NC(C)=C(C(=O)Nc2ccc(Cl)cc2)C3c2ccc(OC)c(OC)c2)cc1 (stereo not drawn)	-1.2%	-18%	·	i	-5%	-24%	5%	9%	·
CCc1cccc(Oc2nn[nH]n2)c1	0.2%	-1%	13%	i	3%	-4%	8%	-5%	-3%
Cc1ccc(Sc2c(C(=O)Nc3ccc(F)cc3F)c(C(F)(F)F)nn2C)cc1	0.0%	-16%	8%	i	-8%	14%	0%	?	-14%
Cc1ccc(S(=O)(=O)N(C)CC(=O)OCC(=O)c2c(N)n(C)c(=O)n(C)c2=O)cc1	0.4%	2%	15%	i	2%	1%	-22%[11.3 µM]	13%	-1%
COC(=O)c1cc(Sc2c(Cl)cccc2Cl)ccn1	6.4%	-23%	13%	i	?	-16%	-18%	?	?
NS(=O)(=O)c1cccc(NC(=O)c2cccs2)c1	0.7%	-14%	2%	i	-2%	-14%	6%	8%	0%
C=CC12C=CC=CN1C(C(=O)OC)=C(C(=O)OC)C(C(=O)OC)=C2C(=O)OC (stereo not drawn)	-0.4%	2%	-10%	i	?	6%	?	-26%	-8%
CCn1c(C2CC(=O)N(Cc3ccccc3)C2)nc2ccccc21 (stereo not drawn)	0.0%	-17%	-3%	?	10%	-18%	-26%	8%	-5%
O=C(CN1CCOCC1)n1c2c(c3ccccc31)CCCC2	2.2%	5%	10%	i	3%	13%	-10%	-5%	-13%

(continued)
SMILES	Nrf2 activator	HepG2 tox	MCF10A rerep	S2 tox	A549 tox	TGFb SMAD3 inh	ATXN2 expr inh	Nrf2 inh	EPAC2 antag
Cc1ccnc(SCc2cc(=O)c(OC(=O)c3cc([N+](=O)[O-])ccc3Cl)co2)n1	0.3%	-5%	12%	i	0%	?	-7%	13%	5%
Cc1cc(C)cc(N2C(=O)CC(Sc3ccccc3C(=O)O)C2=O)c1 (stereo not drawn)	2.7%	20%	-5%	i	-5%	?	3%	5%	1%
Cc1ccc2nc(NC(=O)c3ccc(S(=O)(=O)N4CCCc5ccccc54)cc3)sc2c1	-0.2%&-0.3%	-27%&-33%	16µM*	i	-14%&-4%	-1%&-12%	-19%&-20%	?	7%
O=C(CSc1nccc(=O)[nH]1)Nc1ccc(S(=O)(=O)N2CCOCC2)cc1	0.1%	-16%	-1%	i	-5%	-6%	-5%	3%	3%
CCC(C(=O)Nc1cc(-c2cn3cccnc3n2)ccc1C)c1ccccc1 (stereo not drawn)	0.7%	-17%	·	·	10%	-14%	·	·	·
O=C(NC1CC1)c1ccc(NC(=O)C2CCC2)cc1	0.5%	-7%	14%	i	1%	-3%	6%	1%	11%
O=C(NCc1ccccc1OC(F)(F)F)C1CCC(=O)N(Cc2cccc(F)c2)C1 (stereo not drawn)	-0.8%	-22%	-2%	i	0%	-37%	7%	13%	-1%
OCCC1CN(Cc2ccc3nsnc3c2)CCN1C1CCCCC1 (stereo not drawn)	0.1%	-3%	-24%	?	-4%	-2%	-8%	?	1%
CC(NC(=O)C1(C)CC1(Br)Br)C(C)(C)C (stereo not drawn)	0.0%	-3%	7%	i	-13%	?	-11%	-14%	-1%
CC(Sc1nnc(C2CC2)n1C1CC1)C(=O)N(C)C1(C#N)CCCCC1 (stereo not drawn)	-0.7%	-1%	-1%	i	-3%	-17%	8%	-5%	5%
CC1CN/C(=C\C(=O)c2ccc(Cl)cc2)C(=O)N1 (stereo not drawn)	-1.2%	3%	18%	?	-16%	16%	-21%	?	2%
Cc1cccc(NC(=O)[C@@H](NC(=O)[C@@H]2Cc3ccccc3CN2)C(C)C)c1	-0.2%	2%	0%	i	4%	7%	6%	16%	6%
CCOC(=O)C1=CCC(c2ccc(F)cc2)N(S(=O)(=O)c2ccc(C)cc2)C1 (stereo not drawn)	-0.1%	-34%	·	i	·	?	-4%	·	-27%
CC(=O)Nc1ccc(NC(=O)/C(Cl)=C/c2ccccc2)cc1	14%	2%	4%	i	4%	7%	29%	·	4%

A portion of the library. The share of hits here may be higher or lower than overall.
